F508del corr – correctors of CFTR F508del function in bronchial epithelial cells; CFBE cells, YFP halide quenching; stimulated with forskolin plus potentiator P3; % fluorescence drop versus neutral controls; activity (quench increase), % at 7.58 µM; hit rate 0.36% among 350,000; AID 720511;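 active = mean added fluorescence quench of at least 8% versus neutral control, with both replicates also reaching 8%; inconclusive = only one of the mean or replicate conditions met; inactive = mean below 8% and not both replicates reaching 8%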;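 also: cells transiently co-express mutant CFTR-F508del with the halide-sensitive YFP; corrector assay measuring rescue of mutant channel to the surface after 24 h compound exposure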
DENV2 CPE rescue – DENV2-induced cell death inhibition; DENV2-infected cells, cytopathic effect rescue, plate reader; CPE inhibition, % at 9.99 µM; hit rate 1.7% among 350,000; AID 651640; in the data active = CPE inhibition above about 20%, passing the limit was not always enough; inconclusive = no clear call, values can overlap the other calls; tested in BHK-21 cells;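 also: 0% = median of neutral control wells and 100% = median of positive control wells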
EWS-Fli block – inhibitors of EWS/Fli oncoprotein transcriptional activity; A673 NR0B1-luciferase reporter, viability-normalised; inhibition, % at 12.6 µM; hit rate 0.67% among 350,000;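 active = mean inhibition of at least 50% after viability correction, with every replicate also passing that limit; inconclusive = mean reaches 50% but only one of two replicates passes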;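 also: firefly luciferase signal divided by Alamar Blue viability fluorescence both relative to DMSO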
FN deposition inh – fibronectin deposition inhibition; AH1F fibroblasts, Alexa488-fibronectin deposition fluorescence, overnight; inhibition, % at 12.6 µM; hit rate 0.086% among 350,000;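 active = mean inhibition across replicates of 30% or more, regardless of how many single replicates reach that level; inconclusive = mean under 30% yet at least half of replicates reach 30%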;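 also: positive control wells lacked labelled fibronectin entirely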
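test system = AH1F fibroblasts assembling fluorescent fibronectin matrix | quantity = 10000 AH1F cells per well | buffer or medium = DMEM plus 2% serum, read in PBS | doses = single dose, pinned | incubation = 1 h cell attachment, overnight exposure to compound and label | detection = fluorescence at 485 nm excitation, 525 nm emission | read-out basis = inhibition from reduced deposited-fibronectin fluorescence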
GSIS activator – primary screen for activators of insulin secretion dependent on glucose, INS-1E cells, GLuc reporter luminescence | INS-1E GLuc reporter insulin secretion, 2-3 h | activation, % at 16.6 µM | hit rate 0.61% among 370,000;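 active = lowest replicate activation of at least 40%, so every replicate reaches that level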;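 also: 0% = median of neutral control wells and 100% = median of IBMX positive control wells; some compounds called inactive have numbers as strong as hits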
PAX8 reporter – lowers PAX8-driven luciferase in RMG-I cells | RMG-I TPO-luciferase reporter, SteadyGlo, 24 h | hit rate 1.2% among 360,000 | inhibition, % at 12.6 µM;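 active = mean replicate inhibition at least 60% with every replicate also reaching 60%; inconclusive = only one of the two criteria is met; inactive = mean below 60% and not all replicates reaching 60%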;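 also: luciferase light reporting Pax8 driven TPO promoter activity; plate controls were median of neutral control wells for no effect and mitoxantrone controls for full effect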
miR-122 sensor – blocks miR-122 activity in Huh7 sensor cells; hit rate 0.3% among 340,000; activation (reporter increase), % at 12.5 µM; Huh7 miR-122 Renilla luciferase sensor, 48 h; neutral wells = 0, positive control = 100;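 active = mean replicate activation score at least 90 and every replicate individually at or above 90; inconclusive = only one of the two criteria met; inactive = neither criterion met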;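 also: higher luciferase means less miR-122 activity so hits act as miR-122 inhibitors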
Active calls of the source: *; ? = inconclusive; . = no result given; & = joins results of further samples; [ ] = another dose, or the depositor's remark.

The line under a structure holds: F508del corr	DENV2 CPE rescue	EWS-Fli block	FN deposition inh	GSIS activator	PAX8 reporter	miR-122 sensor
> Cc1ccc(-c2nc(CS(=O)(=O)CC(=O)N3CCN(C)CC3)c(C)o2)cc1
  -1.7	-3	.	-3	2	-8	-6
> CC1=NN(C(N)=S)C(=O)C1N=Nc1ccccc1 (centres undefined)
  0.6	0	-5	0	-2	6	.
> Cc1noc(/C=C/N(C)C)c1S(=O)(=O)N1CCCC(C(=O)NC2CCCCC2)C1 (centres undefined)
  4.4	0	-8	5	.	12	-4
> CC(=O)Nc1cnc2ccccc2n1
  .	.	.	7	.	21	-1
> CCN(CC)S(=O)(=O)c1cc(C(=O)O)ccc1OC
  0.9	-6	4	-42	22	-51	-13
> C[C@@H]1CN([C@@H](C)CO)C(=O)c2cc(NC(=O)Nc3ccc4c(c3)OCO4)ccc2O[C@@H](C)CCCCO[C@@H]1CN(C)Cc1ccc2c(c1)OCO2
  0.6	-23	2	2	-33	13	-7[16.7 µM]
> O=C(NCC(c1ccco1)N1CCN(c2ccccc2F)CC1)C(=O)NC1CC1 (centres undefined)
  -3.5	2	-1	4	17	0	.
> O=C(Nc1cccc(F)c1)N1CC(=O)N2[C@@H](CO)[C@@H](c3ccc(-c4cccc(F)c4)cc3)[C@@H]2C1
  0.6	-2	-1	-4	-24	9	.
> C[C@@H]1CN([C@@H](C)CO)C(=O)c2cc(C3=CCCC3)cnc2O[C@H]1CN(C)Cc1ccccc1
  0.2	-3	11	-1	-14	.	1[16.7 µM]
> CC=Cc1ccc2n(c1=O)C[C@H]1[C@H](CO)[C@@H](C(=O)N3CCc4ccccc4C3)[C@@H]2N1CC (mixture of isomers)
  .	-8	-3	.	6	.	.
> CCOC(=O)C1=CCN(S(=O)(=O)c2ccc(Br)cc2)C1c1ccc(C)cc1 (centres undefined)
  -1.1	5	3	13	-8	-11	-4
> COc1cc(OC)c2c(-c3ccccc3)cc(=O)oc2c1C(CCN1CCCCC1)c1ccc2c(c1)OCO2 (centres undefined)
  -3.6	7	27	8	34	19	17
> COCCOC(=O)c1ccc(NC(=O)COc2ccc([N+](=O)[O-])cc2)cc1
  2.4	6	5	0	3	1	1
> COCC(=O)Nc1ccc2c(c1)[C@@H]1C[C@@H](CC(=O)N3CCCCC3)O[C@@H](CO)[C@@H]1O2
  3.2	4	3	1	-4	8	1[16.7 µM]
> O=C(C[C@H]1C[C@H]2c3cc(NC(=O)Nc4ccccc4F)ccc3O[C@H]2[C@H](CO)O1)NCC1CC1
  -0.7	7	3	-2	8	-3	-3[16.7 µM]
> COCCNC(=S)Nc1cccc2cnccc12
  -4.1	0	5	8	-13	14	-2
> COC(=O)c1sccc1NC(=O)CSCC(=O)O
  -2.2	-5	-1	-11	-3	3	0
> CNC(=O)c1cc(NC(=O)CCn2nc(-c3ccccc3)c3ccccc3c2=O)ccc1OC
  1.3	-1	19	-3	.	?	.
> N#Cc1nc(COc2ccccc2F)oc1NCc1ccc(F)cc1
  -2.0	-1	-23	2	-19	-24	-2
> CCOc1ccc(C(C)NC(=O)Nc2ccc(F)cc2F)cc1 (centres undefined)
  0.2	-2	-1	0	2	1	3
> CCOc1ccc(C(=O)NCC(=O)OCC(=O)Nc2nnc(-c3ccccc3)o2)cc1
  -0.7	2	-4	2	4	1	-11
> CC(C)c1ccc(NC(=O)C2C3C=CC4(O3)C2C(=O)N(CCN2CCOCC2)C4C(=O)NC2CCCCC2)cc1 (centres undefined)
  0.4	-4	11	3	-30	-8	-5
> CCN1[C@H](C(=O)OC)[C@@H](CO)[C@@H]2Cn3c(ccc(-c4ccc(F)cc4)c3=O)[C@@H]21
  0.2	1	1	.	5	11	7[16.7 µM]
> C[C@@H]1CN([C@@H](C)CO)C(=O)c2cc(Br)cnc2O[C@H]1CN(C)Cc1cccnc1
  2.5&-2.9	-1&2	1&-6	-1&-5	-4&18	10&-27	-1
> COc1ccc2c3c([nH]c2c1)[C@H](CO)N(C(=O)c1ccccc1)CC31CN(C(=O)Nc2cccc(F)c2)C1
  1.0	-4	47	.	0	.	.
> C[C@@H]1CN([C@@H](C)CO)C(=O)c2cc(/C=C/c3ccccc3)cnc2O[C@H]1CN(C)Cc1cccnc1
  -0.5	-8	0	.	-5	.	24[16.7 µM]
> COc1ccc(/C=C/C(=O)c2ccc([N+](=O)[O-])o2)cc1OC
  2.3	1	62*	35*	-28	112*	.
> COc1ccccc1NS(=O)(=O)c1cccc(C(=O)NNC(=O)c2ccc(=O)[nH]c2)c1
  -3.0	9	-17	2	0	-5	-7
> CCOC(=O)c1c(-c2ccc(C)cc2)csc1NC(=S)NC(=O)c1ccccc1
  .	.	.	-1	11	40	-5
> COc1ccc(Cl)cc1NC(=O)CN1C(=O)CC(C)S(=O)(=O)c2ccccc21 (centres undefined)
  -1.9	-5	-1	3	6	10	.
> CCCCOc1ccc(/C=N/NC(=O)c2nnn(-c3nonc3N)c2C)cc1
  -1.6	1	-10	-9	25	-11	.
> COc1cc(OC)cc(C(=O)N/N=C(\C)CC(=O)Nc2ccccn2)c1
  -0.5	-2	3	4	10	5	0
> COC(=O)c1c(NC(=O)c2ccc([N+](=O)[O-])o2)sc2c1CCN(C(C)C)C2
  6.1	-7	48	1	.	.	-7
> CCCCC(=O)N/N=C/c1cc([N+](=O)[O-])ccc1N1CCOCC1
  .	.	.	-4	15	-33	-7
> CC1(C)CCSC(/C=C/c2ccccc2)=N1
  -6.8	0	-12	-6	-5	34	-10
> O=C1C=C(O)C(n2cncn2)C(c2ccc3c(c2)OCO3)C1 (centres undefined)
  -5.7	4	-5	-1	10	-9	.
> CCc1ccc(OCc2nnc(SCc3ccc(C(=O)O)cc3)o2)cc1
  .	-4	10	.	10	-8	-2
> O=C(C1CCC(=O)N(C2CC2)C1)N1CCN(c2ccccc2Cl)CC1 (centres undefined)
  -1.3	6	.	6	19	-25	-8
> C[C@H]1CN([C@@H](C)CO)S(=O)(=O)c2ccc(-c3cccnc3)cc2O[C@H]1CN(C)C(=O)NC1CCCC1
  -3.2	-2	-2	-8	2	20	-3[16.7 µM]
> N#Cc1ccc(-c2ccc([C@@H]3[C@@H](CO)N4C(=O)CNC[C@@H]34)cc2)cc1
  1.2	4	-6	12	20	-17	.
> O=C(O)c1nc(N2CCOCC2)nc(N2CCOCC2)n1
  -0.5	.	2	.	3	.	0
> C[C@H]1CN([C@@H](C)CO)C(=O)c2cc(C#CC3(O)CCCC3)cnc2O[C@H]1CN(C)S(C)(=O)=O
  2.2	-5	0	2	25	.	-2[16.7 µM]
> Cc1nc(NC(=O)c2csc3ccccc23)sc1C
  .	.	.	-9	-11	.	8
> CCN(CC)C(=O)C(=O)c1cccn1-c1ccccc1C#N
  .	.	.	0	.	6	-5
> COc1ccc(C2CCc3cc(OC)c(OC)cc3C2NC=O)cc1OC (centres undefined)
  -1.5	2	-7	6	13	14	.
> CC1(C)C(=O)Nc2ccccc2N1C(=O)COC(=O)c1ccc([N+](=O)[O-])o1
  -0.2	-2	-5	1	-8	4	-2
> CCN(C(=O)c1cc2c(=O)[nH]c3ccc(C)cc3c2s1)c1ccc(OC)cc1
  -1.7	5	17	-9	19	3	3
> Cc1ccc(C(=O)NN2C(=O)C3C(C2=O)C2C=CC3C23CC3)cc1 (centres undefined)
  3.3	8	-3	-3	7	-5	.
> Nc1nc(-c2ccccc2)c(N=Nc2ccc(Cl)cc2)s1
  .	?	9	5	.	0	.
> C[n+]1cccc(C(=O)Nc2ccccc2)c1
  1.0	?	7	-4	1	8	-18
> Cc1ccc(-c2ccc3c(c2)O[C@@H](CN(C)Cc2cccnc2)[C@H](C)CN([C@@H](C)CO)S3(=O)=O)cc1
  0.7	-5	22	4	-26	.	10[16.7 µM]
> NC(=O)c1c(NC(=O)C2COc3ccccc3O2)sc2c1CCN(Cc1ccccc1)C2 (centres undefined)
  -7.1	5	15	.	-19	4	-2
> C=CCN(C(=O)c1csnn1)C(C(=O)NC1CCCCC1)c1ccc(F)cc1 (centres undefined)
  -2.0	-2	8	0	-4	-4	.
> CN(C)CC(=O)N[C@@H]1CC[C@@H](CC(=O)O)O[C@@H]1CO
  0.4	11	-2	9	3	.	.
> COc1ccc(Cl)cc1NC(=O)CN(C)S(=O)(=O)c1cccs1
  -0.8	4	-1	3	10	2	6
> CC(/C=C/c1cccc([N+](=O)[O-])c1)=N/NC(=O)c1cccnc1
  .	11	8	1	8	-9	6
> CC(=O)c1c(O)c(C)c(O)c2c1OC1=Cc3c(c(C)nn3C)C(=O)C12C (centres undefined)
  3.5	-5	10	-5	17	-11	0
> Cc1ccc(C)c(C(=O)CSc2nc3ccccc3c(=O)[nH]2)c1
  -1.2	-4	3	0	5	21	.
> COc1ccc(C(=O)N(C)C2(C)CCS(=O)(=O)C2)cc1OC (centres undefined)
  -1.5	-6	2	13	1	0	.
> O=C(CSc1ccc(Br)cc1)N1CCN(C(=O)c2ccco2)CC1
  1.4	4	-10	14	-1	-17	-6

Compounds listed so far that contain bromine:
The line under a structure holds: F508del corr	DENV2 CPE rescue	EWS-Fli block	FN deposition inh	GSIS activator	PAX8 reporter	miR-122 sensor
> CCOC(=O)C1=CCN(S(=O)(=O)c2ccc(Br)cc2)C1c1ccc(C)cc1 (centres undefined)
  -1.1	5	3	13	-8	-11	-4
> C[C@@H]1CN([C@@H](C)CO)C(=O)c2cc(Br)cnc2O[C@H]1CN(C)Cc1cccnc1
  2.5&-2.9	-1&2	1&-6	-1&-5	-4&18	10&-27	-1
> O=C(CSc1ccc(Br)cc1)N1CCN(C(=O)c2ccco2)CC1
  1.4	4	-10	14	-1	-17	-6

The list continues.
The line under a structure holds: F508del corr	DENV2 CPE rescue	EWS-Fli block	FN deposition inh	GSIS activator	PAX8 reporter	miR-122 sensor
> C[C@@H]1CN([C@@H](C)CO)C(=O)c2cc(NS(=O)(=O)c3ccc(Cl)cc3)ccc2O[C@@H]1CN(C)C(=O)Nc1ccc(C(F)(F)F)cc1
  0.2	.	0	.	-29	7	1[16.7 µM]
> CCC(C)(c1nnnn1-c1c(C)cccc1C)N(N=O)c1ccccc1Cl (centres undefined)
  .	.	.	-4	-5	2	.
> O=C(CNC(=O)c1ccc(Cl)cc1Cl)OCCOc1ccccc1
  0.0	4	-5	-5	-17	-57	0
> Nc1ccc(-c2ccc(N)c([N+](=O)[O-])c2)cc1[N+](=O)[O-]
  2.5	-1	-11	-8	-10	-38	.
> CCc1cccc(C)c1Nc1nc2ccccc2n2cnnc12
  3.4	2	5	7	.	14	.
> CCC(C)CCN1CCN=C1N(C)C (centres undefined)
  1.6	?	3	8	5	-5	.
> CCOCc1nnc(NC(=O)c2ccc3c(c2)OCO3)s1
  0.4	-5	.	.	7	-110	-3
> CCOc1ccc(/C(O)=C2/C(=O)C(=O)N(CCCN3CCOCC3)C2c2ccc(C)cc2)cc1C (centres undefined)
  -2.4	6	8	1	-1	16	-1
> O=CNCc1nc2ccccc2n1CCCc1ccccc1
  -0.9	2	12	13	12	15	-4
> COC(=O)CC(NC(=O)Nc1ccccc1F)c1ccc2c(c1)OCO2 (centres undefined)
  -2.3	1	-2	-5	-8	-35	-3
> C[C@@H]1CCCCO[C@@H](CN(C)Cc2ccc(C(F)(F)F)cc2)[C@H](C)CN([C@H](C)CO)C(=O)c2cc(NC(=O)Nc3ccccc3)ccc2O1
  1.9	-13	10	21	-29	78*	-19[16.7 µM]
> NS(=O)(=O)c1cccc(NC(=O)CSc2n[nH]c(-c3cccs3)n2)c1
  3.3	1	2	3	5	17	7
